# ALOX12 inh: Primary qHTS assay for inhibitors of human arachidonate 12S-lipoxygenase (ALOX12): Round 2; Polyunsaturated fatty acid lipoxygenase ALOX12 (Homo sapiens), P18054; purified 12hLO, xylenol orange hydroperoxide absorbance; Potency, µM (top dose mostly 108 µM), inactives show at the top dose activity change, negative = inhibition, actives largely listed as inhibitors; 580,000 tested, 1.1% active; AID 1671190, 2021; active = well fitted inhibition curve with a large enough effect; inconclusive = small, poorly fitted or top-dose-only effect, or another doubt; inactive = no such curve, though single readings can be large or run the other way
# Target sequence (P18054 whole entry, looked up): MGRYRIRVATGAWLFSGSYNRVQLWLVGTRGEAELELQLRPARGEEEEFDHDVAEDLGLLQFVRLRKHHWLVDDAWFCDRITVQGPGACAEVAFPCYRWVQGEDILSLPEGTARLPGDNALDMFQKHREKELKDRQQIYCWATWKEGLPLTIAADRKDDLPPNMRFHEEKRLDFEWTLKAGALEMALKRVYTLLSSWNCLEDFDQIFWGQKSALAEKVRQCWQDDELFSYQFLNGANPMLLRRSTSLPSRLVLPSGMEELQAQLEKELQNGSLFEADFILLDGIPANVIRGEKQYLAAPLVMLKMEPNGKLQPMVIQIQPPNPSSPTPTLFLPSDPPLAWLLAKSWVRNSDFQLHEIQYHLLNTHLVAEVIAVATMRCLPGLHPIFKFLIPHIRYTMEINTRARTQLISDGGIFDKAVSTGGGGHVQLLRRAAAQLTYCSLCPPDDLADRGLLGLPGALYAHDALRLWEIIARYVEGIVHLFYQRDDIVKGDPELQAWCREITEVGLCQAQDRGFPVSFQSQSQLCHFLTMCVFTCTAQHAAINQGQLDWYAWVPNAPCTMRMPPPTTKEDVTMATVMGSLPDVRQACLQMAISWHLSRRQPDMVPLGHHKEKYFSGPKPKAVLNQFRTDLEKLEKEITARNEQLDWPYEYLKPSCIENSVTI
#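 Purified human 12hLO (150 nM final) in 25 mM Hepes, 0.01% Triton X-100, pH 7.0 was preincubated 15 min at room temperature with compound. Then 40 uM arachidonic acid was added, 30 min. Hydroperoxide was read by Fe-XO absorbance ratio 573/405 nm.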
# An asterisk follows results filed as active; ? = inconclusive; [ ] = dose if it differs, or a comment. % is scaled to controls: 0 for no effect and ±100 for the full control effect; potency is read from the fitted curve at half-maximal effect. An excerpt. The share of hits here may be higher or lower than overall.
mol | ALOX12 inh
O=C1[C@@H]2[C@H](C(=O)N1C[C@@H](COCc1ccccc1)Oc1cccc3c1S(=O)(=O)N(CCc1ccc(F)cc1)C[C@H](COCc1ccccc1)O3)[C@@H]1C=C[C@H]2C1 | 16%
CCC[C@H]1[C@@H](NS(=O)(=O)c2ccccc2C)CC[C@@]23CCCN2C(=O)CCC[C@@H]13 | 26%
C#CCNC(=O)C[C@@H]1CCN(C(=O)c2ccc(F)cc2)C[C@@H]1CC | 8%[176 µM]
CCc1cc(C(=O)N2CCCC(c3nnc(Cn4ccnc4)n3C)C2)ccn1 (stereo unspecified) | 30%
Cc1ccc(C(=O)N2CCC3(CC2)N(C)C(=O)CS3(=O)=O)cc1 | 37%[activator]
O=C(NC1CCCN(c2cc(-c3ccc(F)cc3)[nH]n2)C1)c1ccoc1 (stereo unspecified) | 38%[activator]
Cc1nc(C2CC(NC(=O)c3ccc(C)c(N4CCNC4=O)c3)C2)cc(=O)[nH]1 (stereo unspecified) | 8%
CC(=O)N1CC(C(=O)NCc2ccccc2F)CC(c2cccc(C)c2)C1 (stereo unspecified) | 26%
CNC(=O)c1cc(-c2ccccc2O)cc2c1OCCN2Cc1cccnc1 | 51%[activator][176 µM]
CN1C(=O)c2cncnc2OCC1CNC(=O)Cc1cccc(Cl)c1 (stereo unspecified) | 25%[176 µM]
COc1ccc2[nH]c3c(c2c1)CCN(C)C31CCN(C(=O)C2CC2)CC1 | 6%
COCCCNC(=O)CCN(CCC(C)C)C(=O)c1cc(C)oc1C | ?
CCN(CC)C(=O)[C@@H]1CCCN1C1(C(=O)NC)COC1 | 15%[176 µM]
CN1[C@H](C(=O)O)C[C@H](C(=O)NCC2(CO)CCCC2)[C@@H]1c1ccccc1F | -20%
Cc1cc(N2CCCN(c3nccc(-c4c(C)nn(C)c4C)n3)CC2)ccn1 | 62%[activator]
O[C@H]1CC[C@@H](Cc2cc(-c3ccc(F)cc3)on2)O[C@@H]1CNCc1ccccn1 | 131%[activator][176 µM]
COCCNc1ccc2nnc(-c3cc(C#N)ccn3)n2n1 | -7%[176 µM]
CC(C)OCCCNC(=O)Cn1nc2c(cc1=O)CCCC2 | 21%
O=C(Cc1ccc(F)cc1)N1CC(F)(F)C[C@H]1c1nc(C2CC2)no1 | 24%
CNC(=O)CCn1ncc2cc(OCc3ccccc3-c3ccc(F)cc3OC)ccc21 | ?
CCCOC1CCCN(C(=O)c2ccc3nc(-c4ccc(F)cc4)cn3c2)C1 (stereo unspecified) | 24%
COc1cc(Cl)ccc1C(=O)N1C[C@@H](C(N)=O)[C@H](c2nc(C)no2)C1 | 28%
O=C(CN1C(=O)NC2(CCOCC2)C1=O)N1CCN(c2ccccc2F)CC1 | 19%
CCc1ccc(CN(C)C(=O)c2cn(CC3COc4ccccc4O3)nn2)cc1 (stereo unspecified) | -8%
CC(=O)N1CCCCC12Cc1ccccc1NC2=O (stereo unspecified) | 30%[activator][176 µM]
Cc1cccc(C(=O)NCc2nnc3cc(-c4nc(C)no4)ccn23)c1 | 11%
O=C(NC[C@H]1CCc2ccccc2O1)c1cccc(-n2cnnc2)c1 | 79%[activator]
CN(C)c1ccc(C(=O)N2CCN(c3cc(-c4ccc(Cl)cc4)[nH]n3)CC2)cc1 | 0%
CO[C@H]1C[C@@H]2CC[C@@H](C)[C@@](O)(O2)C(=O)C(=O)N2CCCC[C@@H]2C(=O)O[C@H]([C@@H](C)C[C@@H]2CC[C@H](O)[C@H](OC)C2)CC(=O)[C@H](C)C=C(C)[C@@H](O)[C@@H](OC)C(=O)[C@H](C)C[C@H](C)C=CC=CC=C1C | ?
COCCN1C(=O)[C@H]2CN(Cc3ccc(C)cc3C)C[C@H]2C1=O | 8%
O=C1COCC2(CN(c3ccc(C(F)(F)F)cn3)C2)CN1c1ccc(F)cc1 | 6%[176 µM]
O=C(c1ccoc1)N1CCC2(CC1)CN(C1CCC1)CC2CO (stereo unspecified) | 59%[activator]
O=C(CCC[C@@H]1[C@H]2CCCN3CCC[C@@H](CN1C(=O)C1CCC1)[C@@H]23)NCC1CC1 | 22%
CC(C)NC(=O)N1Cc2[nH]cnc2C[C@H]1c1nc(-c2ccc3c(c2)OCO3)no1 | ?
CN1CCN2C[C@@H](NC(=O)c3ccc(C#CC(C)(C)O)o3)C[C@H]2C1 | 58%[activator]
CC(O)C(=O)N1CCc2[nH]nc(C(c3ccccc3)c3ccccc3)c2C1 (stereo unspecified) | 16%
O=C(NCC1CC1)c1cn(C2CN(C(=O)Nc3ccc4c(c3)OCCO4)C2)nn1 | 10%
Cc1cc(C)cc(C(=O)NC(C)C(=O)N2CCN(c3ccccn3)CC2)c1 (stereo unspecified) | 41%[activator]
O=C(NCC1CCCO1)c1ccnc(-c2nnc3ccc(Nc4ccccc4)nn23)c1 (stereo unspecified) | 73%[activator][176 µM]
CCNC(=O)[C@@H]1C[C@H](NC(=O)c2ccco2)CN1C(=O)Cc1nonc1C | 0%
Cc1cc(Cl)ccc1NC(=O)N1C[C@H](c2nc(-c3cccnc3)no2)[C@@H](C)C1 | 37%[activator]
COC1CCC12CCN(Cc1ccccc1C#N)CC2 (stereo unspecified) | 29%
Cc1cc(C)c(C2=NOC3c4ccccc4OCC23)c(C)c1 (stereo unspecified) | 1%
COc1cc(OC)cc(-c2onc(C)c2C(=O)NC(C)c2ccccc2)c1 (stereo unspecified) | 4%
Cc1cc2nc(CO[C@H]3CN(Cc4ccc5c(c4)OCO5)C[C@H]3F)[nH]c2cc1C | 40%[activator][176 µM]
c1ccc(Nc2cc3c(cn2)NCCN(Cc2ccccn2)C3)cc1 | 63%[activator][176 µM]
COc1ccc(-c2nc(C3CC(=O)N(c4ccc(C)cc4)C3)no2)c(OC)n1 (stereo unspecified) | 29%
Cc1nn2c(c1-c1ccccc1OCc1ccccc1)N(C(=O)Cc1ccccn1)CCC2 | 1%[176 µM]
CCC(=O)NCC1c2cc(OC)c(OC)cc2CCN1C(=O)NC(C)(C)C (stereo unspecified) | 41%[activator]
C=CCN(C)c1nc(C)nc2c1CCN(C(=O)N1CCOCC1)CC2 | 23%

# Arranged by value in ALOX12 inh (highest first): some entries from above.
Structure | ALOX12 inh
COc1ccc(-c2nc(C3CC(=O)N(c4ccc(C)cc4)C3)no2)c(OC)n1 (stereo unspecified) | 29%
C=CCN(C)c1nc(C)nc2c1CCN(C(=O)N1CCOCC1)CC2 | 23%
CC(O)C(=O)N1CCc2[nH]nc(C(c3ccccc3)c3ccccc3)c2C1 (stereo unspecified) | 16%
Cc1cccc(C(=O)NCc2nnc3cc(-c4nc(C)no4)ccn23)c1 | 11%
O=C(NCC1CC1)c1cn(C2CN(C(=O)Nc3ccc4c(c3)OCCO4)C2)nn1 | 10%
COCCN1C(=O)[C@H]2CN(Cc3ccc(C)cc3C)C[C@H]2C1=O | 8%
CCNC(=O)[C@@H]1C[C@H](NC(=O)c2ccco2)CN1C(=O)Cc1nonc1C | 0%

# 4 of the compounds above, with each value named:
> Cc1cc(C)cc(C(=O)NC(C)C(=O)N2CCN(c3ccccn3)CC2)c1 (stereo unspecified)
  ALOX12 inh: 41%[activator]
> CCC(=O)NCC1c2cc(OC)c(OC)cc2CCN1C(=O)NC(C)(C)C (stereo unspecified)
  ALOX12 inh: 41%[activator]
> O=C(c1ccoc1)N1CCC2(CC1)CN(C1CCC1)CC2CO (stereo unspecified)
  ALOX12 inh: 59%[activator]
> CCNC(=O)[C@@H]1C[C@H](NC(=O)c2ccco2)CN1C(=O)Cc1nonc1C
  ALOX12 inh: 0%

# (cont.)
mol | ALOX12 inh
CC(C)CCC(=O)N1CCC2(CC1)CC(O)CCO2 (stereo unspecified) | 40%
CCCn1ccc2oc(C)c(C(=O)NCc3ccccc3Br)c2c1=O | -12%
COC(=O)[C@H](CC1CCCCC1)NC(=O)[C@@H]1CN(C(=O)c2cccnc2)CCN1S(C)(=O)=O | ?
CC(=O)Nc1ccc(CNC[C@H]2COCc3nc4cc(C)ccc4n32)cc1 | 17%[176 µM]
O=S1(=O)c2ccc(Br)cc2OC[C@@H](Cc2ccccc2)N1Cc1cn(Cc2ccc(Cl)cc2)nn1 | 19%
Cc1cccnc1C(=O)N[C@@H]1CN(c2ncccn2)C[C@H]1CO | -2%
O=C1CCN(C(=O)C2CCN(C(=O)C3COc4ccccc4O3)CC2)CCCCCCN1 (stereo unspecified) | 55%[activator]
COCCNC(=O)c1cc(N2CCOCC2)cc2c1OCCN2C | 10%[176 µM]
COC(=O)CNC(=O)C1CCCN1c1nc2ncccc2o1 (stereo unspecified) | 9%[176 µM]
COCCNC(=O)[C@@H]1CCC[C@@H](NC(=O)c2ccc(Cl)cc2)CN(C)C(=O)C1 | 52%[activator][176 µM]
Cn1c(Cn2cccn2)nnc1C1CCCN(C(=O)c2ccoc2)C1 (stereo unspecified) | 10%
CCCCCCCCN1C(=O)N2Cc3ccc(C)cc3C2CS1(=O)=O (stereo unspecified) | -22%
CCC1Oc2ccc(NC(=O)c3ccccc3F)cc2CN(CCc2ccc(OC)c(OC)c2)C1=O (stereo unspecified) | 2%
CN(Cc1ccc(N2CCCCC2)cc1)C(=O)c1ccc2c(c1)C(O)CCCCCN2C (stereo unspecified) | ?
COC1C(=O)N(CC2CC2)C12CCN(C(=O)c1cnccn1)CC2 (stereo unspecified) | -7%
O=C(CN1C(=O)NC(c2ccccc2Cl)C2=C1COC2=O)NC1CCCC1 (stereo unspecified) | -2%
CCn1ncc(C(=O)N2C[C@@H](COC)[C@H](c3nc(C)no3)C2)c1C | 20%
Cc1nc(C2CC(O)C2)cc(N(C)Cc2ccc3c(c2)OCO3)n1 (stereo unspecified) | 19%
CC(=O)Nc1ccc(NC(=O)c2cnc(N3CCN(Cc4cccc(C(F)(F)F)c4)C3=O)o2)cc1 | 1%
Cc1noc(C)c1S(=O)(=O)N1CCCCCCNC(=O)[C@@H]2CCC[C@@H]21 | 10%
COCCNC(=O)[C@H]1O[C@H](CCN(CCOC)CCOC)CC[C@@H]1O | 36%[176 µM]
COc1cccc(CN2C[C@@H](F)[C@@H](OCc3nc4ccccc4n3C)C2)n1 | 100%[activator][176 µM]
Cc1cnc(-c2ccccc2)n1C1CCNCC1 | 71%[activator]
O=C(c1cn2ccccc2n1)N1C[C@@H](CO)[C@H](c2ccncc2)C1 | 43%[activator]
CCc1noc(CC2CCOC3(CCN(S(=O)(=O)c4cccc(Cl)c4)CC3)C2)n1 (stereo unspecified) | 10%
COC(=O)[C@]1(C#N)CC(=O)N([C@H](c2ccccc2)[C@@H](O)c2ccccc2)[C@@H]1c1ccccc1 | 15%
Clc1cc(NC2CCOCC2)n2nccc2n1 | 35%[activator][176 µM]
Cc1nc(CNC(=O)c2csc(-c3ccc(C(F)(F)F)cc3)n2)no1 | 18%
COc1ccc(C(=O)NCc2nnc3ccc(-c4ccc(Cl)cc4)nn23)cc1OC | 17%
CN(C)c1ccc(CN2CCC(N3CCCCCC3=O)CC2)cc1 | ?
Cc1ccc(-c2nnc3ccc(NCCc4ccccn4)nn23)nc1 | 5%[176 µM]
CC(=O)N1CCn2ncc(C(=O)NCc3ccc(Cl)nc3)c2C1 | 8%[6.33 µM]
CNC(=O)[C@@H]1C[C@H](Oc2ccccc2)CN1C(=O)c1ccc(OC)nc1OC | 42%[activator]
C[C@@H]1CNC(=O)c2c(C(=O)N(C)Cc3ccccc3)ncn21 | 9%
COc1cccc(N2CCN(c3nc(C(=O)NCc4cccnc4)cs3)CC2)c1 | -6%
C[C@@H](NC(=O)NC1(c2ccccc2)CCOCC1)c1onc(-c2ccc(F)cc2)c1C(=O)O | 7%
CC(C=CC(=O)NO)=C[C@@H](C)C(=O)c1ccc(N(C)C)cc1 | -20%
COCCN1CCOc2nc(-c3cccc(OC)c3F)ncc2C1=O | 18%[176 µM]
O=C(O)C(Cc1ccco1)n1cc(-c2nccs2)nn1 (stereo unspecified) | 6%
Cc1cc(NC(=O)Cn2c(=O)c(-c3noc(C)n3)c3n(c2=O)CCCCC3)no1 | 13%
COc1ccc(C(=O)Nc2ccc3c(c2)CN(Cc2cc(F)cc(F)c2)C(=O)C(C)O3)cc1 (stereo unspecified) | ?
c1ccc2[nH]c([C@H]3CCN(CC4CCCCC4)C3)nc2c1 | 2%[176 µM]
CC1CCN([C@@H]2[C@H](O)[C@H](CO)O[C@@H]2CN(Cc2ccc(F)cc2)Cc2ccc(F)cc2)CC1 | -7%
COc1cc(C(=O)NCCCn2ccnn2)ccc1OC1CCN(C(C)=O)CC1 | 71%[activator]
Cc1cccc(NC(=O)N2CCCC(Cn3cnc4cccnc43)C2)c1 (stereo unspecified) | -8%
CN(C)C(=O)c1n[nH]c2c1CN(C(=O)c1ccccc1C(F)(F)F)CC2 | 42%[activator]
COc1ncc(-c2nccc3c(=O)cc(N(C)c4ccccc4)oc23)cn1 | 5%[176 µM]
CC(=O)c1ccc(NC(=O)N[C@H]2CO[C@H]3[C@@H]2OC[C@@H]3Nc2nccc(C(C)(C)C)n2)cc1 | 13%
COc1cccc(CC(=O)N2CCC3(CC2)NC(=O)N(c2ccc(F)cc2)N3)c1 | ?
CCCNC(=O)N1CCC(N(C)C2CCOCC2)CC1 | 63%[activator]
CSc1ccc(CNC(=O)c2cc3n(n2)CC(c2ccc(Cl)cc2)OC3)cc1 (stereo unspecified) | -13%
O=C(C[C@H]1NC(=O)c2ccccc2NC1=O)Nc1ccc(N2CCCS2(=O)=O)cc1 | 27%
Cc1cccc(OCCc2noc(C3CCCCN3S(C)(=O)=O)n2)c1 (stereo unspecified) | 32%[activator]
